Menin-MLL TR inh – menin-MLL binding inhibition, Texas Red mutant peptide. O00255. Menin + Texas Red MLL mutant peptide, fluorescence polarization. Potency, µM (doses to about 61.6 µM), inactives show at the highest dose FP activity change, negative = inhibition, actives largely listed as inhibitors. 270,000 tested, 0.23% active; active = well fitted inhibition curve with a large enough effect in the polarisation, with a control signal flat, not every such curve was filed as active; inconclusive = small, poorly fitted or top-dose-only effect, or effect the other way, or a change in a side signal; inactive = no such curve, though single readings can be large or run the other way; the % refers to the polarisation; also: potency is read from the fitted curve at half-maximal effect; % of control where 0% means no effect; many of its hits are not listed in these tables
GALK inhibitor – inhibitors of human galactokinase; P51570; Purified GALK, Kinase-Glo residual ATP luminescence; Potency, µM (highest dose often 57.5 µM), for inactives: at the highest dose activity change, negative = inhibition, usual class: inhibitors; 270,000 tested, 0.007% active; AID 1868; also: potency is read from the fitted curve at half-maximal effect; % is scaled to controls: 0 for no effect and ±100 for the full control effect
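Kinase-Glo Plus luminescence measured ATP left after a 1 h room-temperature reaction. The reaction used 5 nM GALK, 100 uM galactose and 35 uM ATP at pH 8.0 (20 mM HEPES, 5 mM MgCl2, 60 mM NaCl, 1 mM DTT, 0.01% BSA).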
Giardia kill – kills Giardia lamblia | Giardia lamblia trophozoite viability | activity change, % at 7.66 µM, hits read low | 340,000 tested, 0.15% active; in the data active = activity change below about -80%; inconclusive = between about -30% and that limit;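 also: parasites exposed to compound for two days anaerobically before the ATP read; % is scaled to controls: 0 for no effect and ±100 for the full control effect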
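Killing of trophozoites was scored by loss of ATP luminescence after a 48 hrs anaerobic exposure to compounds at 37 deg C, using 100 cells per well.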
B2AR arrestin – agonists driving beta-arrestin recruitment to human beta2-adrenergic receptor; P07550; beta-arrestin recruitment to beta2AR, cell-based reporter; Potency, µM (doses to about 46.1 µM), without a hit: at the top dose activation, actives largely listed as activators; 330,000 tested, 0.02% active; AID 492947;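 also: potency is read from the fitted curve at half-maximal effect; 0% = DMSO controls and full agonism = EC100 isoproterenol or metaproterenol; nearly all actives have a fitted effect of over 65% in size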
Target sequence (P07550 whole entry, looked up): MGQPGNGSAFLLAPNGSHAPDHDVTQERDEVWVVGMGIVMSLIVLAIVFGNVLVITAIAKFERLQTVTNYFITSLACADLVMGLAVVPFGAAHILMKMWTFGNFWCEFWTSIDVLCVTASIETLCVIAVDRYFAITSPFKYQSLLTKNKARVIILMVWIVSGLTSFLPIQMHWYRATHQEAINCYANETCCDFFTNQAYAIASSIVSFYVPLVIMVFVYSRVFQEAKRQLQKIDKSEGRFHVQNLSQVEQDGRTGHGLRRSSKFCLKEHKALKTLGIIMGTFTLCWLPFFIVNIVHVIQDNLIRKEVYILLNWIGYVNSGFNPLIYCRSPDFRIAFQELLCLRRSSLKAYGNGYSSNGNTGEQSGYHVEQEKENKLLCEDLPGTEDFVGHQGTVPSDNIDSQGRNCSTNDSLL
TRPV1 ag – agonists of human vanilloid receptor 1 (TRPV1) | AID 540275 | activation, % at 8.33 µM | TRPV1-expressing cells, Fluo-8 calcium influx, agonist mode | 320,000 tested, 0.19% active | Q8NER1; in the data active = activation above about 80%; inconclusive = between about 30% and that limit; also: 0% is about no effect
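Fluo-8 calcium influx in TRPV1-expressing cells, kinetic read (ex 480/em 520 nm). Compound added and read 3 min for agonist activity, followed by capsaicin at EC20 final and 2 min further read for enhancement.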
PKM2 act – increases activity of human pyruvate kinase M2. AID 1631. P14618. purified PKM2, Kinase-Glo ATP luminescence, activation; response scale: 0% is enzyme alone, no compound. 260,000 tested, 0.34% active. Potency, µM (highest dose often 57.5 µM), without a hit: top-dose activation, most hits filed as activators; also: potency is read from the fitted curve at half-maximal effect; % is scaled to controls: 0 for no effect and ±100 for the full control effect; nearly all actives have a fitted effect of over 55% in size
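Purified hPK-M2 (>95%) run at intermediate activity with 0.1 mM ADP and 0.5 mM PEP in 50 mM imidazole pH 7.2, KCl, MgCl2; 1 h room temperature. ATP formed read by Kinase-Glo luminescence; normalized to uninhibited and no-enzyme controls.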
hERG WT inh – KCNH2 (human, wildtype) channel inhibition. Q12809. U2OS, BacMam KCNH2, thallium flux FluxOr; stronger effect = lower value. activity change, % at 1.84 µM. 340,000 tested, 0.37% active;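 active = maximum activity change below -70%; inconclusive = maximum activity change between -70% and -50%; inactive = maximum activity change above -50%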; also: % is scaled to controls: 0 for no effect and ±100 for the full control effect
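U2OS cells transduced with wild-type KCNH2 virus are loaded with FluxOr dye for 45 min, and thallium flux is measured in kinetic reads before and after stimulation buffer. Rate constants are normalized to DMSO controls.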
USP2a block – inhibitors of human ubiquitin-specific protease USP2a; O75604; USP2 core, Ub-CHOP2 coupled fluorogenic reporter, 485/531; Potency, µM (titrated, usually from 38.3 µM), without a hit: top-dose activity change, negative = inhibition, actives largely listed as inhibitors; 330,000 tested, 0.01% active; AID 463254;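 also: potency is read from the fitted curve at half-maximal effect; plate controls were DMSO wells for no effect and full inhibition by NEM control for full effect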
Target sequence (O75604 whole entry, looked up): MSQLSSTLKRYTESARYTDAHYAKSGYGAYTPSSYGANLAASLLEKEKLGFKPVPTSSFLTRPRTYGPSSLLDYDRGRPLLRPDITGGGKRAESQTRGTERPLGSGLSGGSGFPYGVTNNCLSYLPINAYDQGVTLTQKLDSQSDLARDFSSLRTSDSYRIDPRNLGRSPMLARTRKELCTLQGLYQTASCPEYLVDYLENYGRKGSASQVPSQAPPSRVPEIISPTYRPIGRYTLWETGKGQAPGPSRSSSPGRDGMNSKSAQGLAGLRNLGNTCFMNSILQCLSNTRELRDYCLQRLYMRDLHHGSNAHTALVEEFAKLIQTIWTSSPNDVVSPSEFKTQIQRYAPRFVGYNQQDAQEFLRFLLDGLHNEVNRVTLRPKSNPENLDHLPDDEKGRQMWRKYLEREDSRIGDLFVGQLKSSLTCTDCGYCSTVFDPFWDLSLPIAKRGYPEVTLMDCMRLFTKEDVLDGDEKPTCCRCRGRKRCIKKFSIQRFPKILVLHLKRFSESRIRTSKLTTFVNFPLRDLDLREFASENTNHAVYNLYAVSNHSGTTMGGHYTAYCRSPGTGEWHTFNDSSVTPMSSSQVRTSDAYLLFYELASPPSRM
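Cell-free coupled assay: 10nM USP2 core preincubated 30min RT with compound in Tris-HCl pH 8.0/CaCl2/CHAPS buffer, then 25nM Ub-CHOP2 and 25nM reporter substrate; fluorescence (Ex 485/Em 531) read after 60min RT, normalized to NEM inhibition, concentration-response curves fitted.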
KCNH2 3.1 inh – inhibitors of human KCNH2 3.1 potassium channel isoform. 340,000 tested, 0.95% active. AID 720553. activity change, % (tested at about 1.8 µM). U2OS KCNH2 3.1, thallium flux FluxOr; stronger effect = lower value;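 active = maximum activity change below -70%; inconclusive = maximum activity change from -70% to -50%; inactive = maximum activity change above -50%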;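 also: thallium influx rate constant from kinetic fluorescence after stimulation buffer; % is scaled to controls: 0 for no effect and ±100 for the full control effect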
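Kinetic fluorescence (2 min after stimulation buffer) measures Tl+ influx through KCNH2 3.1 expressed by viral transduction in U2OS cells; the rate constant is normalized against DMSO controls serving as positive and negative references.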
CXXC DNA block – blocks binding of human MLL CXXC domain to DNA; Q03164; MLL-CXXC / FITC-HOXA9 DNA fluorescence polarization; Potency, µM (titrated, usually from 115 µM), for the others: at the highest dose activity change, negative = inhibition, usual class: inhibitors; 290,000 tested, 0.037% active; active = well fitted inhibition curve with a large enough effect in the polarisation, with a control signal flat, not every such curve was filed as active; inconclusive = small, poorly fitted or top-dose-only effect, or effect the other way, or a change in a side signal; inactive = no such curve, though single readings can be large or run the other way; the % refers to the polarisation; also: potency is read from the fitted curve at half-maximal effect
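Fluorescence polarization: 7 uM MLL-CXXC (stock) preincubated 5 min with compounds, then 50 nM fluorescein-HOX-A9 DNA (stock) added; 30 min ambient. Buffer 50 mM Tris-HCl pH 7.5, 50 mM NaCl, 1 mM DTT, 0.05% BSA.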
FBPA coupling cs – inhibits coupling enzyme system, counter-screen for aldolase hits; coupling enzyme system counterscreen, AmpLite Red fluorescence; activity change, negative = inhibition, % at 58.2 µM, hits read low; 290,000 tested, 0.67% active; AID 2472; in the data active = activity change below about -30%; also: % is scaled to controls: 0 for no effect and ±100 for the full control effect
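Counterscreen lacking aldolase: glyceraldehyde-3-phosphate coupling-enzyme reagent preincubated 10 min at RT with compound (at 57.5 uM final), then substrate/coupling system with AmpLite Red added; fluorescence read at 525/598 nm after 20 min RT.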
An asterisk follows results filed as active; u = inconclusive; x = no result given; [ ] = remark or other dose. Unless noted, calls follow the shape of the dose curve; as a rule, active = well fitted curve in the direction sought with a large enough effect; inconclusive = small, poorly fitted or top-dose-only effect, or another doubt; inactive = no such curve, though single readings can be large; an effect the other way counts as inactive or inconclusive. Some of the compounds tested; rates above refer to the full screens.

SMILES	Menin-MLL TR inh	GALK inhibitor	Giardia kill	B2AR arrestin	TRPV1 ag	PKM2 act	hERG WT inh	USP2a block	KCNH2 3.1 inh	CXXC DNA block	FBPA coupling cs
Cc1onc(-c2ccccc2)c1C(=O)N=C(N)c1ccc(Cl)cc1	x	-1.2%	-5.7	0.4%	3.8	-2.3%	2.0	0.7%	14.2	0.7%	-0.7
O=Cc1ccc(OCC(=O)N2CCOCC2)cc1	13.7%	-2.6%	-5.6	-0.8%	0.3	-0.6%	11.2	9.6%	5.9	1.3%	4.2
CCCOc1ccc(N2C(=O)CC(N3CCC(c4nncn4CC)CC3)C2=O)cc1 (stereo not given)	-12.8%	-1.3%	12.2	x	1.5	0.5%	-3.1	x	23.0	u	0.9
CCOc1ccc(N(CC(=O)NC2CCCCC2)C(=O)CCC(=O)Nc2ccccn2)cc1	-20.0%	14.7%	-6.8	-0.3%	0.6	9.6%	14.0	3.9%	2.4	-5.9%	-0.8
O=C1c2oc3ccccc3c(=O)c2C(c2cccs2)N1CCCN1CCOCC1 (stereo not given)	-1.8%	0.5%	0.0	4.1%	1.7	-2.9%	-3.2	3.6%	-7.0	7.0%	-1.4
Cc1ccc(C(=O)C2CCNCC2)cc1	37.2%[activator]	4.3%	1.2	-0.6%	-0.3	-13.9%	9.9	2.6%	-1.3	-9.8%	6.6
CN(/C=C/C(=C\C=[N+](C)c1ccccc1)OCCCS(=O)(=O)[O-])c1ccccc1	0.5%	6.0%	6.4	-0.2%	-3.2	-13.6%	3.9	4.3%	-4.0	u	-11.3
Cn1nc(C(F)(F)F)cc1C(=O)Nc1ccc(-c2ccno2)cc1	x	1.4%	-3.1	0.4%	u	x	0.0	0.0%	0.4	14.6%	x
CCOC(=O)C1=C(C)NC(C)=C(C(=O)OCC)C1C(=O)OCC(=O)NCCc1ccc(S(N)(=O)=O)cc1	x	x	-0.2	-0.1%	6.8	x	-0.6	2.6%	6.7	x	x
Cc1cccc(Nc2nc(-c3ccc(F)c(C)c3)cs2)n1	143.5%[activator]	-4.0%	19.9	-0.3%	-7.1	x	1.5	-9.0%	14.3	13.2%	-1.7
COc1ccc(OCC(=O)NC(=S)Nc2ccc(N3CCOCC3)c(Cl)c2)cc1	9.3%	-2.8%	26.6	-0.1%	5.4	-0.3%	-8.6	-1.8%	-8.1	3.4%	0.4
CC(C)Sc1nc(N)c2c3c(sc2n1)CN(C)CC3	9.7%	0.9%	-0.5	0.0%	13.7	-0.9%	9.9	0.0%	-10.4	-5.2%	1.3
COc1ccccc1NC(=S)Nc1ccccn1	-6.0%	0.3%	-12.1	-0.4%	1.4	9.0%	2.5	3.0%	-9.9	2.4%	-0.5
CC1CSC(N(C(=O)c2ccc(S(C)(=O)=O)cc2)c2ccc(Cl)cc2)=N1 (stereo not given)	x	8.9%	-1.5	0.1%	4.1	5.3%	15.2	-6.8%	-10.6	4.1%	x
O=C(c1ccccc1)C(C(=O)N1CCCCC1)n1ccccc1=O (stereo not given)	0.1%	-1.8%	-15.2	0.1%	5.5	4.3%	-17.9	0.8%	11.3	7.6%	13.8
CC1CN(c2ccc(Cl)nn2)CC(C)O1 (stereo not given)	15.2%	-1.4%	-0.7	-0.1%	-0.3	-8.0%	16.3	-2.1%	19.9	u	5.2
COc1ccc(-c2cc(C(=O)Nc3c(C)n(C)n(-c4ccccc4)c3=O)c3ccccc3n2)cc1	7.7%	6.0%	3.1	0.0%	-4.2	4.6%	1.0	0.0%	8.3	4.7%	-0.8
CCC1Oc2ccc(C)cc2N(CC(=O)N(Cc2ccncc2)Cc2ccco2)C1=O (stereo not given)	6.9%	-1.4%	-5.1	0.2%	21.8	12.3%	-14.3	0.0%	-8.8	-13.4%	-0.6
NNC(=O)C(Cc1ccc(O)cc1)N1Cc2ccccc2C1=O (stereo not given)	5.9%	-1.1%	-4.2	-1.1%	-2.2	x	0.0	-5.4%	3.3	7.7%	3.7
COc1ccc(NC(=S)N/N=C/c2cccn2Cc2ccc(F)cc2Cl)cc1	-7.5%	0.2%	-24.4	0.1%	-3.3	-4.5%	-6.9	-1.5%	-46.2	13.2%	-1.2
CC(=O)c1cccc(NC(=O)C(C)OC(=O)c2cccc(S(=O)(=O)N3CCN(C)CC3)c2)c1 (stereo not given)	x	x	1.5	0.0%	0.4	x	-5.2	-2.1%	-4.4	x	x
CSc1ccccc1NC(=O)CN(c1ccccc1Br)S(C)(=O)=O	3.3%	1.3%	4.9	2.8%	2.3	-3.4%	-2.0	0.8%	-2.1	2.2%	1.5
O=C(O)Cc1ccc2c(c1)N(S(=O)(=O)c1cccc(C(F)(F)F)c1)CC(C(=O)O)O2 (stereo not given)	-0.3%	0.0%	18.3	-0.3%	2.1	-2.7%	19.6	4.6%	-2.5	2.1%	11.9
C=CCn1c(Oc2ccccc2F)nc2c1c(=O)n(C)c(=O)n2C	-14.2%	-0.5%	-1.2	-0.6%	-4.4	3.3%[11.5 µM]	0.7	-5.3%	3.1	0.2%	7.3
Cc1nn(C(C)C(=O)N2CCc3ccccc32)c(C)c1[N+](=O)[O-] (stereo not given)	-7.5%	-1.7%	12.4	-0.3%	3.7	-9.8%	1.8	0.5%	-4.2	4.3%	x
Cc1noc(NS(=O)(=O)c2ccc(NC(=O)C(CC(C)C)N3C(=O)c4ccccc4C3=O)cc2)c1C (stereo not given)	x	0.0%	3.1	-0.1%	2.1	0.7%	-5.2	-10.2%	7.7	-3.3%	-2.0
CCc1nc(SCC(=O)N2CCCC2)c2ccccc2n1	-17.4%	0.1%	3.8	-0.8%	2.3	u	-2.4	-0.3%	-0.5	-3.6%	3.9
CCNS(=O)(=O)c1ccc(NS(=O)(=O)c2cc(C)ccc2C)cc1	27.6%	-2.2%	1.3	0.1%	-2.5	-2.8%	10.9	0.9%	0.0	-8.2%	0.5
O=C(O)c1cc([N+](=O)[O-])cc2c1nnn2O	17.7%	15.1%	7.7	-0.2%	-1.1	-27.7%	-10.8	2.4%	-0.4	-3.9%	0.2
Cc1cnn2c(C3CC3)ccnc12	-5.3%	1.4%	6.3	0.0%	-3.6	7.5%	3.7	1.0%	-16.6	-3.3%	1.8
Cc1nc(C(F)(F)F)c(C(=O)NC(=O)Nc2ccc(OC(F)(F)F)cc2)s1	1.0%	-1.9%	-2.6	-0.1%	8.6	-0.6%	-11.2	-0.6%	6.4	-8.1%	0.1
COC(=O)c1ccc(NC(=O)C23CCC(C)(C(=O)O2)C3(C)C)cc1 (stereo not given)	-5.0%	-5.3%	-7.0	-1.0%	1.9	-12.3%	4.1	5.2%	-2.4	-4.4%	-2.5
CC(C)CN(C)Cc1c(C(=O)N2CCc3ccccc3C2)nc2ccc(Cl)cn12	u	2.7%	-20.0	-0.4%	u	-3.6%	6.7	2.2%	1.7	-6.3%	1.4
Cc1ccc(S(=O)(=O)N2CCC(C(=O)Nc3ccc(S(=O)(=O)N4CCCC4)cc3)CC2)cc1	x	x	1.8	0.1%	1.7	x	10.8	-1.1%	-24.5	x	x
CCc1c(C)nc2cc(-c3ccc(OC)c(OC)c3)nn2c1N1CCC(C)CC1	-0.8%	-4.3%	19.6	0.3%	9.8	7.8%	11.2	3.0%	9.4	-0.3%	x
O=C(NCCn1cc(SCc2ccccc2)c2ccccc21)c1ccccc1F	2.7%	x	-10.6	-0.4%	u	4.4%	-30.1	4.3%	-9.7	0.7%	-6.1
O=C(OCc1cccs1)c1ccccc1NS(=O)(=O)c1ccc2c(c1)OCCO2	5.6%	-0.7%	-3.7	-0.6%	1.9	-0.2%	5.0	1.7%	-5.5	-0.3%	0.9
CC[C@]12c3[nH]c4cc(-c5ccco5)ccc4c3CCN1C(=O)[C@@H](CC(=O)NCCCn1ccnc1)C[C@@H]2C(=O)N1CCN(C(=O)c2ccco2)CC1	x	x	8.2	0.1%	x	x	3.4	0.4%	24.0	x	x
O=C(CSc1nncn1-c1cccnc1)N(c1ccccc1)c1ccccc1	5.2%	2.1%	-1.5	-0.5%	2.2	2.9%	-1.7	3.4%	12.6	-14.4%	0.1
COc1ccc(OC)c(-c2nc(C)sc2CC(=O)O)c1	-8.7%	-0.1%	-5.9	0.1%	-0.1	1.5%	-2.4	1.3%	-0.7	-3.2%	1.2

High-throughput results deposited in PubChem BioAssay by National Center for Advancing Translational Sciences (NCATS).
